CBFb RUNX1 block – CBF-beta/RUNX1 interaction disruption; 230,000 tested, under 10 active; AID 1477; AlphaScreen CBFb-His/RUNX1-biotin binding, biochemical; Potency, µM (titrated, usually from 59.8 µM), for inactives: at the top dose activity, negative = inhibition, most hits filed as inhibitors; further: % of control where 0% means no effect
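Interaction loss through any mechanism counts as activity. Pre-formed complex of His-CBF-beta and biotin-RUNX1 (30 nM apiece) is incubated with compound 15 min, then with 50 ng nickel and 50 ng streptavidin beads for 90 min before AlphaScreen detection.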
Tau fluor cs – counter-screen for tau fibril formation inhibitors; tau K18 P301L (four-repeat tau fragment) Alexa594 fluorescence, heparin fibrillization; Potency, µM (highest dose often 57.7 µM), for the others: at the top dose activity change, negative = decrease; 280,000 compounds, 0.93% hits; AID 1463; further: potency means the concentration at half of the fitted maximal effect; on the % scale 0 is the no-effect control and ±100 the full control effect; nearly all actives have a fitted effect of over 55% in size
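Human K18 P301L tau (15 uM unlabeled plus 0.24 uM Alexa 594-labeled, final) in 100 mM sodium acetate pH 7 was mixed with compound and 20 uM heparin and incubated 6 hr at 37 C.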
NPSR antag – blocks cAMP signaling of the human neuropeptide S receptor. Potency, µM (top dose mostly 38.3 µM), for inactives: at the top dose activity change, negative = inhibition, actives largely listed as inhibitors. AID 1461. 220,000 compounds, 1% hits. Q6W5P4. CHO-NPSR cells, cAMP TR-FRET, antagonist mode; further: potency means the concentration at half of the fitted maximal effect; on the % scale 0 is the no-effect control and ±100 the full control effect; nearly all actives have a fitted effect of over 50% in size; many of its hits are not listed in these tables
Target sequence (Q6W5P4 whole entry, looked up): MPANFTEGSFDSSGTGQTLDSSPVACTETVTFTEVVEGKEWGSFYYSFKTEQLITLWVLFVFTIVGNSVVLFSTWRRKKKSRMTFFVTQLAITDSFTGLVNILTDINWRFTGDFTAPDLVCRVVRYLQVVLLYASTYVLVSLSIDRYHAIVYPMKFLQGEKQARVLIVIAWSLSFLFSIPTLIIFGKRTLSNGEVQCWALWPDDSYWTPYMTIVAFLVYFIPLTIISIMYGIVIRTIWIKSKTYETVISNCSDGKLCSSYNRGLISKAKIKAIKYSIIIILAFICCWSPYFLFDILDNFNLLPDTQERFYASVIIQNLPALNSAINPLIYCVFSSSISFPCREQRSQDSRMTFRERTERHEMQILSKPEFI
GLA spleen mod – inhibitors or activators of human alpha-galactosidase in spleen homogenate. human spleen homogenate, 4MU-alpha-Gal fluorescence, 40 min. Potency, µM (doses to about 80 µM), for the others: top-dose activity change, negative = inhibition, hits mostly inhibitors. 240,000 compounds, 0.008% hits;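 further: potency means the concentration at half of the fitted maximal effect; 0% = enzyme with vehicle and -100% = no enzyme basal signal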
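Human spleen homogenate (1 ug) was the enzyme source, with 4-methylumbelliferyl-alpha-D-galactopyranoside (1 mM final) in pH 5.0 citrate buffer with 0.01% Tween-20. Compounds were titrated; after 40 min at 37C, NaOH/glycine stop, 4-MU fluorescence read; AC50 from Hill fits.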
TRb SRC2 PPI – TRbeta-SRC2 interaction inhibition; P10828; TRbeta-SRC2 peptide binding, fluorescence polarization; receptor liganded with 1 µM T3; Potency, µM (titrated, usually from 106 µM), inactives show at the highest dose activity change, negative = inhibition, usual class: inhibitors; 280,000 compounds, 0.065% hits; AID 1469;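 further: potency means the concentration at half of the fitted maximal effect; plate controls were bound peptide for no effect and peptide without receptor for full effect; nearly all actives have a fitted effect of over 50% in size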
Target sequence (P10828 whole entry, looked up): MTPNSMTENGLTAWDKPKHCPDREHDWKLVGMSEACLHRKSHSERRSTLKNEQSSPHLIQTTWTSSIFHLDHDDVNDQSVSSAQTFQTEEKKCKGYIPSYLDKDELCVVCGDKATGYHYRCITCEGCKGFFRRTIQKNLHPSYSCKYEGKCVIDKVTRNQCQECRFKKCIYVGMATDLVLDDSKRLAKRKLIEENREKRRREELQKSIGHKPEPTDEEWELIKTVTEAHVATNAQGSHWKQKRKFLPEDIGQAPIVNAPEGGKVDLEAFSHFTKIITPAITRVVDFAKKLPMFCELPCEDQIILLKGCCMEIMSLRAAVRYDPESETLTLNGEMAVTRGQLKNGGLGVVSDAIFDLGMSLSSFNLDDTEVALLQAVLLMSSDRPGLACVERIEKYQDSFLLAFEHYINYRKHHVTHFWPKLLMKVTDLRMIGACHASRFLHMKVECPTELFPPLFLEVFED
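Assay buffer: 20 mM Tris-HCl, 100 mM NaCl, 10% glycerol, 1 mM EDTA, 0.01% NP-40, 1 mM DTT, 1 uM T3, 5% DMSO; TRb LBD 0.6 uM, Texas Red SRC2 20 nM; FP after 5 hr.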
Epigenetic derep – epigenetic control regulation, reporter derepression. murine LDR cells, GFP reporter derepression, 30 h. Potency, µM (highest dose often 53.9 µM), without a hit: top-dose GFP activation, hits mostly activators. 280,000 compounds, 0.2% hits. AID 1865; further: potency means the concentration at half of the fitted maximal effect; % of control where 0% means no effect; nearly all actives have a fitted effect of over 60% in size
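Murine LDR cells carrying a silenced, genomically integrated CMV-driven GFP reporter were exposed to compound for 30 hours at 37 C. After PBS washes, GFP-positive cells (20–120 um objects) were counted by laser-scanning microplate cytometry.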
TexasRed fluor – Texas Red fluorescence interference in TRb-SRC2 counter-screen. 280,000 compounds, 0.29% hits. TRb/SRC2 Texas Red total fluorescence interference. AID 1479. Potency, µM (series often up to 106 µM), inactives show top-dose fluorescence change, negative = quenching; active means well fitted curve in either direction with a large enough effect; inconclusive means small, poorly fitted or top-dose-only effect; further: potency means the concentration at half of the fitted maximal effect; on the % scale 0 is the no-effect control and ±100 the full control effect
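Flags fluorescent or light-absorbing compounds by total fluorescence, S + 2P, at 555 nm excitation and 632 nm emission. Mixture: 20 nM Texas Red SRC2 peptide, 0.6 uM human TRb LBD, 1 uM T3, 5% DMSO; compound exposure 5 h at ambient temperature.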
Tau fibril FP – inhibitors of human tau fibril formation | P10636 | K18 P301L tau heparin fibrillization, Alexa594 FP, 6 h | Potency, µM (series often up to 57.7 µM), without a hit: at the highest dose activity, negative = inhibition, usual class: inhibitors | 280,000 compounds, 0.39% hits | AID 1468; further: potency means the concentration at half of the fitted maximal effect; on the % scale 0 is the no-effect control and ±100 the full control effect; nearly all actives have a fitted effect of over 55% in size
Target sequence (P10636 561-689 P618L limits assumed): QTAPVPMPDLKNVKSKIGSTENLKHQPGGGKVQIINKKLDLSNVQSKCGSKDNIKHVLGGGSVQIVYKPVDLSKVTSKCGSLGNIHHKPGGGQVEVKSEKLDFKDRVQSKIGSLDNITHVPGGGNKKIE
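Human tau K18 […] P301L fragment, 15 uM unlabeled plus 0.24 uM Alexa 594-labeled tau (final), with compound and 20 uM heparin in 100 mM sodium acetate pH 7; 6 hr at 37 C, then Alexa 594 FP read.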
Starred values were filed as active, the others as inactive; ? = inconclusive; / = no result given; & = joins results of further samples; ! = repeats disagree; [ ] = remark or other dose. Unless noted, the call rests on the fitted dose curve; in most records, active means well fitted curve in the direction sought with a large enough effect; inconclusive means small, poorly fitted or top-dose-only effect, or another doubt; inactive means no such curve, though single readings can be large; an effect the other way counts as inactive or inconclusive.

SMILES	CBFb RUNX1 block	Tau fluor cs	NPSR antag	GLA spleen mod	TRb SRC2 PPI	Epigenetic derep	TexasRed fluor	Tau fibril FP
Nc1nnc(SCCOc2ccccc2)s1	6%	-6%	-5%[46.1 µM]	5%	7%	3.9%	0%	4%
CCOC(=O)Cn1c(=O)c2c(nc3n2CCN3c2ccc(CC)cc2)n(C)c1=O	/	-28%	/	/	4%	0.0%	5%	-11%
CCOC(=O)c1c(NC(=O)C2C3CCC(O3)C2C(=O)O)sc(C)c1-c1ccc(C)cc1 (stereo unspecified)	-2%	3%	-10%[46.1 µM]	6%	-11%	-1.1%	-3%	-3%
Cc1ccc(NC(=O)CCn2nc(C)cc2C)c(C)c1	7%	0%	2%[46.1 µM]	23%	7%	3.3%	3%	5%
COc1ccc(N2CCN(C(=N)/C(C(C)=O)=C(\C)O)CC2)cc1	-1%	1%	-3%[46.1 µM]	6%	-6%	-1.5%	-1%	-9%
Cc1[nH]c2ccccc2c1C(c1ccccc1)c1ccc(Cl)s1 (stereo unspecified)	/	7.1µM*[quencher]	/	/	5%	-0.4%	-2%	?
O=C(CCS(=O)(=O)c1ccccc1)Nc1ccc(-c2nc3ccccc3s2)cc1	-19%	9%	-7%[46.1 µM]	6%	2%	0.0%	-9%	?
O=C(Cn1cnc2nc3n(c2c1=O)CCC3)NCc1ccccc1	12%	-2%	14%	-3%	6%	1.1%	-1%	0%
COn1c(SCC(=O)N(C)C)nc2ccccc2c1=O	6%	-6%	9%[46.1 µM]	2%	4%	-0.1%	-3%	-4%
COc1ccc(N2CCN(S(=O)(=O)c3csc(C(N)=O)c3)CC2)cc1	/	-12%	/	/	2%	2.1%	0%	-3%
Cc1ccccc1NC(=O)Cn1nnc2ccccc21	-1%	6%	9%	-1%	0%	3.3%	-1%	10%
COc1ccc(N2CCN(S(=O)(=O)CCNC(=O)C3CC(=O)N(c4ccccc4)C3)CC2)cc1 (stereo unspecified)	/	0%	/	/	5%	0.8%	-17%	0%
O=C(c1cccc(S(=O)(=O)N2CCCC2)c1)N1CCN(c2ncccn2)CC1	7%	6%	16%	-1%	2%[53 µM]	-1.3%	-1%[53 µM]	2%
COc1ccc(S(=O)(=O)Nc2ccc3c(c2)n(C)c(=O)n3C)cc1	3%	-1%	11%	-7%	-2%	-1.2%	0%	-4%
CCCSc1nc2c(c(=O)[nH]1)C(c1ccc(F)cc1F)CC(=O)N2 (stereo unspecified)	/	-2%	/	/	-4%	-3.2%	-42%	2%
O=C(NCc1cccc(F)c1)C1CCN(C(=O)c2sccc2-n2cccc2)CC1	-2%	-7%&-9%	-13%	-2%	-6%&-14%	-0.2%&0.0%	25µM*![quencher]	-2%&-5%
Cc1noc(C)c1S(=O)(=O)N1CCN(Cc2ccc3c(c2)OCO3)CC1	4%	-1%	-11%[46.1 µM]	8%	7%	-0.8%	0%	3%
Cc1cccc(N=C2NC(=O)/C(=C/C=C/c3ccco3)S2)c1	?	-28%	-33%	4%	14%	-0.1%	-17%	-9%
COc1cc(SC#N)ccc1N=Cc1c(C)[nH]n(-c2ccc(Cl)cc2)c1=O	-1%	-23%	?	5%	-2%	2.4%	-7%	?
CCCCOC(=O)Nc1ccc(S(=O)(=O)Nc2cc(C)nc(C)n2)cc1	10%	0%	-14%[46.1 µM]	5%	-14%	-0.8%	-3%	-14%

Quoted at random: five compounds from above, in no set order.
SMILES	CBFb RUNX1 block	Tau fluor cs	NPSR antag	GLA spleen mod	TRb SRC2 PPI	Epigenetic derep	TexasRed fluor	Tau fibril FP
Cc1noc(C)c1S(=O)(=O)N1CCN(Cc2ccc3c(c2)OCO3)CC1	4%	-1%	-11%[46.1 µM]	8%	7%	-0.8%	0%	3%
Cc1cccc(N=C2NC(=O)/C(=C/C=C/c3ccco3)S2)c1	?	-28%	-33%	4%	14%	-0.1%	-17%	-9%
Cc1ccccc1NC(=O)Cn1nnc2ccccc21	-1%	6%	9%	-1%	0%	3.3%	-1%	10%
CCOC(=O)Cn1c(=O)c2c(nc3n2CCN3c2ccc(CC)cc2)n(C)c1=O	/	-28%	/	/	4%	0.0%	5%	-11%
O=C(c1cccc(S(=O)(=O)N2CCCC2)c1)N1CCN(c2ncccn2)CC1	7%	6%	16%	-1%	2%[53 µM]	-1.3%	-1%[53 µM]	2%

(continued)
SMILES	CBFb RUNX1 block	Tau fluor cs	NPSR antag	GLA spleen mod	TRb SRC2 PPI	Epigenetic derep	TexasRed fluor	Tau fibril FP
Cc1nn(Cc2ccc(F)cc2)c(C)c1NC(=O)c1cnn2c1NC(c1ccccc1)CC2C(F)(F)F (stereo unspecified)	-6%	-20%	?	8%	4%	2.7%	-1%	3%
O=C(CSc1nccc(-c2cccs2)n1)Nc1ccccc1	8%	-21%	?	-5%	-4%	1.1%	3%	-13%
Cc1c(C(c2cccc(O)c2)c2c(C)n(C)n(-c3ccccc3)c2=O)c(=O)n(-c2ccccc2)n1C	1%	9%	5%	0%	-5%	0.0%	-2%	3%
COc1cc(Br)cc(C2C3=C(CCCC3=O)N(c3ccc(F)cc3)C3=C2C(=O)CCC3)c1O	?	-9%	?	-2%	-2%	2.6%	2%	3%
NC(=O)c1ccsc1NC(=O)c1ccco1	-3%	-13%	-3%[46.1 µM]	-1%	-5%	-1.3%	0%	-3%
CCc1ccc(NC(=O)C2C3/C=C\CCCCC32)cc1 (stereo unspecified)	-7%	3%	8%	-8%	0%	-1.0%	-3%	2%
CCN1CCN(C(=O)C(C)Nc2cc(Cl)c(OC)cc2OC)CC1 (stereo unspecified)	10%	-21%	-2%	3%	-3%	-0.2%	6%	?
CCOC(=O)N1CCN(C(=O)CSCC(=O)Nc2nc(-c3ccccc3)cs2)CC1	-5%	-12%	10%	1%	-12%	-1.0%	-3%	-3%
O=C(Nc1ccccc1F)c1nc(SCc2ccc(F)cc2)ncc1Cl	/	-23%	/	/	-9%	-4.1%	0%	-16%
CCOC(=O)C1CCN(C(=O)CSc2ccccc2Cl)CC1	7%	0%	-15%	0%	7%	-1.4%	2%	5%
O=C(NC1CCCC1)C(=O)N(Cc1cccnc1)C(C(=O)NCC1CCCO1)c1ccco1 (stereo unspecified)	3%	-3%	3%	-6%	-5%	0.0%	-3%	2%
Cc1cc(C)n(-c2nc3c(c(=O)[nH]c(=O)n3C)n2CC(O)COc2ccccc2C)n1 (stereo unspecified)	5%	-5%	-22%[46.1 µM]	10%	-6%	1.2%	0%	1%
Cc1c(C(=O)NCc2ccc3c(c2)OCO3)oc2ccc(Br)cc12	9%	-29%	-12%[46.1 µM]	1%	5%	-2.1%	-1%	-5%
Cc1cc(Nc2ccccc2F)n2nc(C)nc2n1	-1%[2.36 µM]	-8%	9%	-5%	4%	-0.3%	0%	-11%
CCOC(=O)c1cc(=O)n2[nH]c(-c3ccc(C)cc3)cc2n1	-2%	-3%	-1%[46.1 µM]	9%	-9%	4.0%	-4%	0%
Cn1cc(C(=O)NCc2ccc(F)cc2)c(=O)c2cc(S(=O)(=O)N3CCCCC3)ccc21	11%	?	-31%	2%	1%&-1%	0.5%&0.2%	-2%&2%	-11%&1%
CSc1nnc(C)c(/C=C/NOCc2cccc(F)c2)n1	-27%	-1%	-25%	-6%	-13%	-2.6%	1%	0%
COC(=O)c1c(C(=O)OC)c(-c2ccccc2)n2c1CS(=O)C2 (stereo unspecified)	-4%	-8%	-2%[46.1 µM]	-6%	13%	2.6%	-2%	1%
Cc1c(N2C(=O)/C(=C\c3ccc(N(C)C)cc3)N(C)C2=S)c(=O)n(-c2ccccc2)n1C	-20%	-10%	-20%	-10%	23%	-1.0%	5%	4%
CCOC(=O)c1c(NC(=O)c2c(C(=O)O)cccc2[N+](=O)[O-])sc(C)c1C	-1%	-8%	11%	-3%	5%[53 µM]	-1.2%	-2%[53 µM]	0%
Cc1ccc(-c2nnn(CC(=O)N(CC(=O)NC(C)C)c3cnc4ccccc4c3)n2)o1	1%	-4%	-10%[46.1 µM]	0%	2%	0.0%	0%	5%
Cc1ccc(-c2noc(-c3ccno3)n2)cc1	5%	-16%	-19%	3%	-2%	0.5%	1%	-6%
Cc1onc(-c2ccccc2)c1CNS(=O)(=O)c1cccc(Cl)c1	-9%	-6%	20%	8%	-11%	7.1%	0%	2%
N#C/C(=C\c1ccc(O)c([N+](=O)[O-])c1)c1nc2ccccc2s1	?	?	-31%	3%	12%	-3.6%	-26%	-1%
Cc1ccc(S(=O)(=O)N2CCCCC2)cc1NC(=O)COC(=O)C1CC2C=CC1C2 (stereo unspecified)	4%	-18%	-10%[46.1 µM]	-9%	-9%	-0.9%	-3%	0%
Fc1ccc(N2N=C(c3cccs3)CC2c2ccccc2)cc1 (stereo unspecified)	?	?	-40%	?	5%	-2.7%	0%	13%
Cc1cc(C(=O)CSc2nn(-c3ccccc3)c(=S)s2)c(C)n1Cc1ccco1	-12%	-18%	-14%[46.1 µM]	1%	-12%	1.0%	-2%	2%
O=C(NCc1ccccc1)C1CC(=O)N(C2CCCCCC2)C1 (stereo unspecified)	1%	-5%	15%	-4%	-5%	0.9%	-5%	6%

A run of entries from further up, as a working copy:
SMILES	CBFb RUNX1 block	Tau fluor cs	NPSR antag	GLA spleen mod	TRb SRC2 PPI	Epigenetic derep	TexasRed fluor	Tau fibril FP
NC(=O)c1ccsc1NC(=O)c1ccco1	-3%	-13%	-3%[46.1 µM]	-1%	-5%	-1.3%	0%	-3%
CCc1ccc(NC(=O)C2C3/C=C\CCCCC32)cc1 (stereo unspecified)	-7%	3%	8%	-8%	0%	-1.0%	-3%	2%
CCN1CCN(C(=O)C(C)Nc2cc(Cl)c(OC)cc2OC)CC1 (stereo unspecified)	10%	-21%	-2%	3%	-3%	-0.2%	6%	?
CCOC(=O)N1CCN(C(=O)CSCC(=O)Nc2nc(-c3ccccc3)cs2)CC1	-5%	-12%	10%	1%	-12%	-1.0%	-3%	-3%

This is a subset. The share of hits here may be higher or lower than overall.
